Compound activity from PubChem BioAssay.
TLR9-MyD88 block: inhibitors of human TLR9-MyD88 binding; AID 504734; hit rate 0.21% among 340,000; inhibition, % at 4.98 µM; CHO BLA complementation TLR9-MyD88, CCF4 FRET ratio;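 active = inhibition above the mean over all tested compounds plus 3 SD, cut at about 21% in these data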;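 note: 0% = DMSO only wells and 100% = clavulanate BLA inhibitor control wells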
Vif imaging: inhibitors of HIV Vif; hit rate 0.35% among 340,000; inhibition, % at 7.49 µM; HEK293T cells, Vif self-association by quenched fluorescence, imaging, 24 h; in the data active = inhibition above about 50%, passing the limit was not always enough; note: some results filed as inactive read as strong as hits
LRH-1 inv ag: NR5A2 inverse agonism in reporter assay. HEK293T StAR-luciferase reporter, LRH-1 transfected, 24 h. inhibition, % at 3.6 µM. AID 602396. hit rate 0.13% among 360,000;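 active = inhibition above the mean inhibition of all tested compounds plus 3 SD, cut at about 73% in these data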;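 note: 0% = DMSO wells and 100% = reporter-only cells lacking LRH-1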
Target sequence (O00482 whole entry, looked up): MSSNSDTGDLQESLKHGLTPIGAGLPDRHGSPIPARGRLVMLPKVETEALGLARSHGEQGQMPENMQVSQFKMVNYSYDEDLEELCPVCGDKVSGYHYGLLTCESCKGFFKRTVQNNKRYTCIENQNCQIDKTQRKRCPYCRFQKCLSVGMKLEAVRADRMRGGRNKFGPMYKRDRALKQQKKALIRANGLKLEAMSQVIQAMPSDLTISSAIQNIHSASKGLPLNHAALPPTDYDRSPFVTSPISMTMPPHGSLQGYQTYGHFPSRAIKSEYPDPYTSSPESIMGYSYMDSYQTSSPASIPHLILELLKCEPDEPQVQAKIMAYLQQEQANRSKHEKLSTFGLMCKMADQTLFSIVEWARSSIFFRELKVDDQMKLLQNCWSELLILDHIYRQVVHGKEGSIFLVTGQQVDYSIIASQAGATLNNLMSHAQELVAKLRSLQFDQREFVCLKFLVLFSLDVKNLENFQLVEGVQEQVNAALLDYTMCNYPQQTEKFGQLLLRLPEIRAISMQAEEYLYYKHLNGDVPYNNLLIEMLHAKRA
SRC1 inh: inhibitors of human steroid receptor coactivator 1 (SRC1); Q15788; HEK293 GAL4-SRC1 luciferase reporter, luminescence; inhibition, % at 3.6 µM; hit rate 0.12% among 360,000; AID 588354;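 active = inhibition above the campaign mean plus 3 SD, with each screening campaign given its own cutoff, cut at about 60% in these data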;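 note: 0% = DMSO treated cells and 100% = gossypol at 36 µM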
EBV LMP1 NFkB: Epstein-Barr LMP1 NF-kappaB reporter inhibition; LMP1-induced NF-kappaB luciferase reporter cells, luminescence; inhibition, % at 12.5 µM; hit rate 0.69% among 350,000; AID 504558; in the data active = inhibition above about 41%;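 note: 0% = neutral control wells and 100% = reference inhibitor control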
TROY signal inh: TROY signaling inhibition; AID 1347056; inhibition, % at 10 µM; hit rate 0.98% among 360,000; Q293 LMP1-TROYcd NF-kB luciferase reporter, 4 h;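 active = compounds whose plate-normalised and pattern-corrected inhibition of the luciferase reporter signal at the single screening dose is 50% or more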
NCOA2 inhibitor: human SRC2 (NCOA2) inhibition | Q15596 | HEK293 GAL4-SRC2 luciferase reporter, luminescence | inhibition, % at 9 µM | hit rate 0.17% among 370,000;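 active = inhibition above the mean inhibition of all tested compounds plus 3 SD, set per campaign, cut at about 52% in these data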;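 note: 0% = DMSO treated cells and 100% = cells given Gossypol at 36 µM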
TRAIL sens C8: caspase-8 TRAIL sensitization | NB7+C8 cells + TRAIL, ATPlite viability luminescence | inhibition (viability loss, TRAIL sensitization), % at 10 µM | hit rate 1% among 360,000;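 active = compounds causing at least 50% loss of cell viability in the single-dose screen, relative to plate controls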
NOD2-RIPK2 inh: inhibitors of human NOD2-RIPK2 interaction; inhibition, % at 4.98 µM; CHO BLA complementation NOD2-RIPK2, CCF4 ratio; O43353; hit rate 0.38% among 360,000; in the data active = inhibition above about 21%;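 note: 0% = vehicle only and 100% = reference blocker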
Target sequence (O43353 whole entry, looked up): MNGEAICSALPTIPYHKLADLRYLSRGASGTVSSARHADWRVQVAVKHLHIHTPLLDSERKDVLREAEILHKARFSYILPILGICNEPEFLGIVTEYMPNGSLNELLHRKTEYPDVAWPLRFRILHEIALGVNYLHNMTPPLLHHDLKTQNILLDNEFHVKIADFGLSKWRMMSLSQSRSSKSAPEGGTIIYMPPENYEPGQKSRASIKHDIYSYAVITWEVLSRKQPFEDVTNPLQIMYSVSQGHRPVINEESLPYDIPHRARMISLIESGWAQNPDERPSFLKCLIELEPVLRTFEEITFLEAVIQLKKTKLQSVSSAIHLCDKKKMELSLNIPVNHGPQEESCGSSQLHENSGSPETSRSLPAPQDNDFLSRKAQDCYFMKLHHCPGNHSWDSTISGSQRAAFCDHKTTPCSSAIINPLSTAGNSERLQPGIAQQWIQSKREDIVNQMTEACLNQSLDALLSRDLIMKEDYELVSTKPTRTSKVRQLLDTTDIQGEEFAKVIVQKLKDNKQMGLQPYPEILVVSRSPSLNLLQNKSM
SRC3 inh: inhibitors of human steroid receptor coactivator 3 (SRC3); HEK293 GAL4-SRC3 luciferase reporter, luminescence; AID 588352; Q9Y6Q9; hit rate 0.17% among 360,000; inhibition, % at 3.6 µM;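 active = inhibition above a per-campaign cutoff, the mean of all compounds plus 3 SD, cut at about 60% in these data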;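 note: 0% = DMSO-treated cells and 100% = gossypol-treated cells at 36 µM; higher means less SRC3-driven luciferase light from the GAL4 reporter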
COUP-TFII inh: blocks human COUP-TFII nuclear receptor; hit rate 0.7% among 370,000; inhibition, % at 8.6 µM; P24468; HEK293T NGFI-A luciferase reporter, luminescence;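 active = inhibition above a per-plate cutoff, mean inhibition of test wells between control levels plus 3 SD, cut at about 38% in these data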;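 note: cells cotransfected with COUP-TFII expression vector driving the NGFI-A reporter; 0% = median of COUP-TF2 test wells and 100% = reporter-only cells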
The depositor's hits bear a star; / = not tested or not shown. The list is partial, so the mix of outcomes need not match the whole.

smiles | SRC1 inh | TROY signal inh | LRH-1 inv ag | NCOA2 inhibitor | COUP-TFII inh | SRC3 inh | TLR9-MyD88 block | EBV LMP1 NFkB | TRAIL sens C8 | NOD2-RIPK2 inh | Vif imaging
Cn1c(=O)c(=O)n(C)c2cc(S(=O)(=O)CCC(=O)NCc3ccccc3)ccc21 | -26 | 1 | -43 | -15 | -13 | -15 | 0 | -6 | 1 | -6 | /
CCOC(=O)C1=C(C)NC(=S)NC1c1ccsc1 (centres undefined) | 4 | 16 | 7 | -6 | 6 | 19 | -2 | 6 | -12 | -3 | 2
COc1ccc(-c2cc(C(=O)Nc3c(C)nn(Cc4ccccc4Cl)c3C)no2)cc1 | 4 | -2 | -16 | 16 | -2 | 7 | 2 | 10 | 13 | -11 | -5
O=C(c1ccc([N+](=O)[O-])s1)N1CCN(c2ccc(C(F)(F)F)cn2)CC1 | -20 | 17 | 39 | 7 | 20 | 7 | 8 | 1 | 16 | -4 | 1
O=C(O)c1cc([N+](=O)[O-])c(NCc2cccnc2)c([N+](=O)[O-])c1 | -18 | -10 | 7 | -8 | 0 | -4 | -6 | 6 | -2 | -2 | -1
COc1ccc(C2C3=C(CC(C)(C)CC3=O)Nc3cc4c(cc32)OCO4)cc1 (centres undefined) | 5 | -5 | 13 | -3 | 6 | -11 | 6 | -24 | -2 | -10 | 4
O=C(CSc1ccc(Cl)cc1)NCC1CCCO1 (centres undefined) | -57 | -26 | -6 | 0 | 0 | -48 | -11 | 0 | 12 | -2 | -4
C[C@@H](CO)NC(=O)c1ccc2c3n(nc2c1)-c1ccccc1CO3 | -85 | 28 | -105 | -6 | -54 | -102 | 3 | 24 | 91* | -8 | 1
C=CCOc1ccc(/C=C/C(=O)N2CCCN(S(=O)(=O)c3c(C)noc3C)CC2)cc1 | -27 | 4 | 5 | -13 | 13 | 4 | 5 | -3 | 6 | 0 | -12
COc1ccc(/C=C2\SC(=O)N(CCNC(=O)C3CC4C=CC3C4)C2=O)cc1 (centres undefined) | -77 | -75 | -133 | -46 | -61 | -66 | 2 | -18 | 12 | -1 | 0
CCCc1cc(=O)oc2c(CN(CC)CC)c(O)c(Cl)cc12 | -8 | 7 | -10 | 5 | -3 | 12 | -8 | -1 | -9 | 1 | -1
CN(C)S(=O)(=O)c1ccc(C(=O)NCCN=C2NS(=O)(=O)c3ccccc32)cc1 | -15 | -4 | 2 | 6 | -12 | 15 | -3 | -4 | 9 | -4 | 4
COc1ccc(/C=C2/C(=O)N(c3ccccc3)N=C2C)cc1Br | 2 | -47 | -8 | -9 | -14 | 7 | -1 | 4 | -19 | 1 | -10
CC1CCN(Cc2c(C(=O)N/N=C/c3ccc(C(F)(F)F)cc3)nnn2-c2nonc2N)CC1 | 10 | 6 | -2 | -23 | -1 | 7 | 2 | 6 | 12 | -16 | 10
COc1ccc(NC(=S)SC)cc1OC | -7 | 56* | 8 | 6 | 11 | 7 | -6 | 4 | 4 | -7 | -9
COc1ccc(NC(=O)CC23CC4CC(CC(C4)C2)C3)cn1 | -3 | -7 | -14 | -25 | -1 | 14 | 0 | 5 | 2 | -9 | -2
Cc1c(/C(O)=C2/C(=O)C(=O)N(Cc3cccnc3)C2c2ccccn2)cnn1-c1ccccc1 (centres undefined) | 70* | 91* | 71 | 77* | 95* | 76* | -8 | 38 | 6 | -7 | -2
CC(Cc1ccccc1)N/C=C1\CC(=O)NC1=O (centres undefined) | -24 | 6 | 10 | -13 | -5 | 2 | 7 | -6 | -12 | 8 | -4
COCCNC(=O)c1onc(CSc2ccccc2F)c1C(=O)O | 2 | 2 | -30 | 2 | 11 | -9 | -6 | 0 | -1 | -7 | -10
COC1CCCN(C(=O)c2ccc(OC3CCN(S(=O)(=O)N(C)C)CC3)cc2)C1 (centres undefined) | -35 | -12 | 3 | 12 | 7 | 2 | 5 | -2 | -2 | 2 | 4
CCOCCCNC(=O)C1CCN(S(=O)(=O)N2CC(C)CC(C)C2)CC1 (centres undefined) | -21 | -1 | -3 | -11 | -11 | 26 | -12 | 11 | -12 | -15 | -3
Cc1ccc(-n2c(Cc3cccn3C)nnc2SCC(=O)N2CCN(c3ccccc3)CC2)cc1 | 1 | -3 | -1 | 15 | 4 | -2 | 3 | 5 | 13 | -9 | 8
CCC(=O)N1Cc2cc(C(=O)NCCOC)nc(-c3cccc(-c4ccc(C#N)cc4)c3)c2[C@H]1CCO | / | -11 | 26 | -5 | 8 | / | / | / | 12 | 12 | /
CNC(=O)c1ccccc1S(=O)(=O)c1ccccc1C#N | -6 | 12 | -1 | 12 | 10 | 17 | -6 | -9 | -15 | -16 | 17
O=C1NCCN1Cc1ccc(F)cc1 | 0 | 2 | 3 | 8 | -16 | 6 | 0 | -3 | 4 | 5 | -2
COc1cccc(/C(O)=C2/C(=O)C(=O)N(CCN3CCOCC3)C2c2cccnc2)c1 (centres undefined) | -34 | 13 | -1 | -20 | 0 | -4 | -4 | -14 | 6 | 5 | 5
O=C(O)/C=C/c1cccc(NC(=O)c2ccc(Cl)cc2)c1 | 2 | -2 | -16 | 15 | 5 | -7 | 0 | -9 | 21 | -1 | -8
Cc1oc2cc3oc(=O)c(CC(=O)N[C@H](C(=O)N[C@@H](C(=O)O)c4ccccc4)C(C)C)c(C)c3cc2c1C | -23 | -35 | 5 | 15 | -4 | -9 | 2 | -5 | 1 | 0 | -6
Cc1ccc(OCC(=O)N2CCc3ccccc3C2)c(C)c1 | 6 | -23 | 3 | -2 | -5 | -18 | -7 | -6 | 6 | -9 | 4
O=C(CCc1nnc(CCCCc2ccccc2)o1)NCCN1CCOC1=O | 10 | -1 | -13 | 17 | 1 | -6 | 6 | -4 | -2 | -2 | -17
Cc1nn(-c2ccccc2)c(C)c1NC(=O)COC(=O)Cc1ccccc1F | -18 | -4 | -1 | -36 | 6 | -15 | 3 | 3 | -11 | -2 | -14
Cc1onc(-c2ccccc2)c1C(=O)N1CCCc2ccccc21 | 1 | 5 | 7 | 17 | 15 | 8 | 11 | 6 | -4 | 1 | -4
O=c1[nH]cnc(O)c1C(c1ccc2c(c1)OCO2)c1c(O)nc[nH]c1=O | -150 | 21 | -5 | -32 | -7 | 17 | 7 | 1 | 0 | 6 | 18
CCN1C(=O)[C@H]2[C@@H](c3ccc(C)cc3)N[C@]3(CCCN(Cc4ccc(OC)cc4)C3=O)[C@H]2C1=O | -56 | 11 | -33 | -8 | -5 | -12 | 7 | 30 | -8 | -2 | /
COc1cc(NC(=O)COC(C)=O)cc(OC)c1OC | 7 | 19 | 9 | -21 | -10 | 29 | -5 | -7 | 25 | -11 | 3
Cc1ccc(S(=O)(=O)N2C(=O)CCC2C(=O)NCc2ccco2)cc1 (centres undefined) | -24 | 2 | 5 | 9 | -11 | -11 | 9 | 5 | -1 | -1 | 14
COc1ccccc1N(C)S(=O)(=O)c1ccc(C(=O)Nc2nccs2)cc1 | -29 | 2 | 5 | 9 | 21 | 2 | 3 | 1 | 8 | 4 | -17
CC(=O)c1cccc(S(=O)(=O)N2CCC(n3nnc4cc(F)ccc43)CC2)c1 | 3 | 1 | 2 | 0 | 22 | -3 | -7 | 3 | 5 | -2 | 13
N#C/C(=C/c1ccc(-c2ccc(Br)cc2)o1)C(=O)NC1CCCCC1 | -1 | 20 | -36 | -20 | -4 | -3 | 3 | -33 | 27 | -10 | -11
Cn1c(N)cc(=O)n(Cc2ccccc2)c1=O | -22 | 6 | -1 | -13 | 1 | 5 | -10 | 7 | -24 | 3 | 4
O=C(CC(c1ccccc1)C1CCCCC1=O)c1ccco1 (centres undefined) | 10 | 10 | 4 | -26 | -12 | 0 | 6 | 3 | -2 | 6 | /
O=C(O)CC12CC3CC(C1)CC(n1ncc(N4CCC5(CC4)OCCO5)c(Cl)c1=O)(C3)C2 | -6 | -1 | 1 | 5 | -17 | 10 | -3 | -5 | 8 | -10 | -1
CC(=O)Oc1cc2c(cc1Cl)C(c1cccs1)CC1(CC(C)(C)NC(=S)N1)O2 (centres undefined) | 12 | 25 | 11 | 29 | 0 | 0 | -1 | -3 | -11 | -3 | 7
COc1ccc(C(=O)c2ccccc2)c(OCC(=O)NC2CC2)c1 | -5 | -27 | 14 | -22 | 0 | 13 | -20 | -1 | -27 | -4 | -4
O=C(OCCOCCN=C1NS(=O)(=O)c2ccccc21)C1CC(=O)N(c2ccccc2)C1 (centres undefined) | 9 | / | -12 | 2 | -2 | 0 | 11 | -8 | -8 | 0 | 8
Cc1nc(SCC(=O)N(CC(C)C)C2CCS(=O)(=O)C2)c2c(C)c(C)sc2n1 (centres undefined) | -4 | 3 | -1 | -6 | -8 | -11 | -11 | 5 | 4 | 4 | -1
COC(=O)c1cccc(NC(=O)c2cnn(C)c2)c1 | -4 | -16 | -5 | 0 | -6 | 6 | 0 | 5 | 16 | -4 | 16
Cc1nnc(SC(C)C)n(N)c1=O | -2 | 1 | -6 | -24 | 4 | -1 | 11 | -6 | 4 | 1 | 0
Cc1ccc(-c2nn(CCC(=O)O)cc2/C=C\C(=O)c2ccc(Br)cc2)cc1 | -12 | 18 | 12 | 11 | -4 | 30 | 4 | 13 | -6 | 9 | -1
COc1ccc(-c2csc(Cc3nc(O)cs3)n2)cc1 | -115 | -26 | -119 | -81 | -53 | -108 | -8 | -57 | 8 | -10 | -4

Further structures follow.
smiles | SRC1 inh | TROY signal inh | LRH-1 inv ag | NCOA2 inhibitor | COUP-TFII inh | SRC3 inh | TLR9-MyD88 block | EBV LMP1 NFkB | TRAIL sens C8 | NOD2-RIPK2 inh | Vif imaging
COc1ccc(/C=C/C(=O)OCC(=O)N2c3ccccc3CC2C)cc1OC (centres undefined) | 10 | -11 | 4 | 10 | 2 | -14 | -3 | 1 | 0 | -6 | 2
CCOC(=O)C1=C(CNCc2ccc(C)cc2)NC(=O)NC1c1cc(C)ccc1C (centres undefined) | -21 | -3 | -11 | 12 | 22 | 3 | -8 | 7 | -17 | -7 | -12
CCOC(=O)C(NC(C)=O)(Nc1ccc(S(=O)(=O)Nc2cc(C)nc(C)n2)cc1)C(F)(F)F (centres undefined) | -1 | 7 | -23 | -22 | 5 | 13 | 4 | -10 | 2 | -5 | 1
CC(C)(C)OC(=O)N1CCC(NC(=O)c2nc[nH]c2C(=O)NCC(=O)OCc2ccccc2)CC1 | -2 | 13 | 7 | -21 | 5 | 16 | -16 | 1 | 9 | -10 | 0
CCNC(=O)N1CCN(C(=O)NCC)CC1 | 2 | -4 | 7 | -15 | -4 | 12 | -2 | -28 | -12 | -1 | -1
COc1cccc(C(=O)NCCSCc2ccccc2Cl)c1 | 7 | -48 | -6 | -26 | 2 | -17 | 7 | -13 | -5 | 1 | -9
